Bioassay records (PubChem BioAssay)
All columns: NCI-60 one-dose screen, growth in % after 48 h at 10 µM unless noted; 100 = growth as untreated, 0 = no growth, -100 = all killed.
HCC-2998: HCC-2998 colon cancer; actives 4.7% (n = 79,000); AID 1794799
TK-10: TK-10 renal cancer cells. actives 3.9% (n = 81,000)
HCT-116: HCT-116 colon cancer. actives 7.3% (n = 82,000)
SW-620: SW-620 colon cancer; actives 5.2% (n = 82,000); AID 1794795
786-0: 786-0 renal cancer cells | actives 5.1% (n = 81,000)
HCT-15: HCT-15 colon cancer. actives 5.2% (n = 82,000). AID 1794746
HT29: HT29 colon cancer; actives 7.4% (n = 81,000)
UO-31: UO-31 renal cancer. AID 1794768. actives 5.2% (n = 81,000)
SN12C: SN12C renal cancer cells. actives 3.8% (n = 81,000). AID 1794767
Starred values were filed as active, the others as inactive; . = not tested or not shown; & = joins results of further samples; [ ] = remark or other dose. How the source made its calls: active means growth percent below 10; inactive means the rest.

1. CC(/C=C1\SC(=S)N(CC(=O)NC(C(=O)O)C(C)C)C1=O)=C\c1ccccc1 (stereo not given)
2. CCCC(CCC)C(=O)O
3. O=C1CSC(c2ccc(Cl)cc2)N1n1cnnc1 (stereo not given)
4. CCCCCCCCCCN=C(c1ccc(N(C)C)cc1)c1ccc(N(C)C)cc1
5. C=C(C)[C@@H]1C[C@H](O)Cc2cc(F)ccc2N1
entry no.	1	2	3	4	5
HCT-116	105	106	98	15	93
HCC-2998	108	104	105	53	118
HCT-15	97	98	101	13	100
786-0	102	101	100	49	105
UO-31	91	93	87	53	76
SN12C	101	107	102	.	94
SW-620	107	105	93	17	92
HT29	111	120	100	9.4*	.
TK-10	106	123	114	56	92

6. O=C(c1cc([N+](=O)[O-])cc([N+](=O)[O-])c1)N(CCO)CCO
7. COC1OC(COS(=O)OC)C(O)C(O)C1OS(=O)OC (stereo not given)
8. N#Cc1ccc(C(=O)Nn2c(N)cc3ccccc3c2=O)cc1
9. CCOC(=O)c1ccc2c(c1)ncn2-c1cccc(O)c1
10. Cc1csc(Nc2cccc(Nc3nc(C)cs3)c2)n1
entry no.	6	7	8	9	10
HCT-116	106	105	82	107	57
HCC-2998	108	98	108	106	90
HCT-15	100	97	103	86	79
786-0	99	106	98	97	95
UO-31	88	89	65	78	67
SN12C	104	106	90	91	88
SW-620	104	103	.	109	89
HT29	100	103	103	106	105
TK-10	99	89	119	103	101

11. CCOc1ccc(NC(=O)C(C(C)N2CCCCC2)N2CCCCC2)cc1 (stereo not given)
12. O=C(/C=C1\C(=O)N(Cc2ccccc2)c2ccccc21)c1cc2ccccc2oc1=O
13. O=C(/C=C(O)/C=C/c1ccc(OCc2ccccc2)c(OCc2ccccc2)c1)/C=C/c1ccc(OCc2ccccc2)c(OCc2ccccc2)c1
14. Oc1ccc(-c2ccccc2)cc1Cl
15. NC(=O)c1ccc(O)cc1
entry no.	11	12	13	14	15
HCT-116	96	83	100	119	103
HCC-2998	91	113	115	104	106
HCT-15	110	32	100	94	107
786-0	105	100	100	109	113
UO-31	77	43	83	91	93
SN12C	101	93	92	101	97
SW-620	104	24	101	107	107
HT29	110	113	113	103	108
TK-10	106	85	108	106	106

16. O=C(NC1CCN(Cc2ccccc2C(F)(F)F)C1=O)c1cc(C(F)(F)F)ccc1O (stereo not given)
17. CCOc1ccc(-c2nonc2NC(=O)c2cccc(C)c2)cc1OCC
18. O=C(/C=C/c1cccc(O)c1)c1cccc(-n2cc(-c3ccccc3)[nH]c2=O)c1
19. Clc1ccc2c(c1)C=C1CSCC3=Cc4cc(Cl)ccc4OC13O2
20. C=CCc1c2c(c(OC)c3ccoc13)C(=O)/C(=C/c1ccc(OC)cc1)O2
entry no.	16	17	18	19	20
HCT-116	88	47	-68*	72	77
HCC-2998	105	82	-44*	115	101
HCT-15	105	65	-19*	78	90
786-0	99	74	-60*	74	107
UO-31	84	70	-74*	89	93
SN12C	105	70	-13*	99	87
SW-620	105	62	-32*	94	73
HT29	110	28	9.7*	79	66
TK-10	97	79	12	100	84

21. S=c1nc(-c2nc(=S)[nH]c3c2CCCCC3)c2c([nH]1)CCCCC2
22. O=C(CN1CCN(c2cc3c(cc2F)c(=O)c(C(=O)O)cn3C2CC2)CC1)N/N=C/c1ccncc1
23. NC(=O)C(=CNC(=S)N=Nc1c(O)[nH]c2ccccc12)C(N)=O
24. CC(C)(C)NC(=O)Nc1ncccc1OCc1cccc(Cl)c1
25. CC(=O)Nc1nc(C)c(CCCOc2ccc([N+](=O)[O-])cc2)c(=O)[nH]1
entry no.	21	22	23	24	25
HCT-116	98	104	104	85	86
HCC-2998	115	110	104	96	99
HCT-15	98	98	100	90	100
786-0	108	91	105	98	91
UO-31	.	91	86	84	64
SN12C	95	106	99	92	96
SW-620	99	97	103	104	99
HT29	116	98	101	77	94
TK-10	103	92	97	86	119

Part of the list above, reduced to SW-620, HCT-15 and HT29:
No.	molecule	SW-620	HCT-15	HT29
22	O=C(CN1CCN(c2cc3c(cc2F)c(=O)c(C(=O)O)cn3C2CC2)CC1)N/N=C/c1ccncc1	97	98	98
23	NC(=O)C(=CNC(=S)N=Nc1c(O)[nH]c2ccccc12)C(N)=O	103	100	101
24	CC(C)(C)NC(=O)Nc1ncccc1OCc1cccc(Cl)c1	104	90	77
25	CC(=O)Nc1nc(C)c(CCCOc2ccc([N+](=O)[O-])cc2)c(=O)[nH]1	99	100	94

Continued:
26. CC(C)Sc1nnc(-c2ccc(NC(=O)c3cccnc3)cc2)o1
27. C#C[C@]1(O)CC[C@H]2[C@@H]3CC=C4c5nc(N)sc5CC[C@]4(C)[C@H]3CC[C@@]21C
28. NC(=N\N=C/c1ccc(O)cc1)/C(N)=N\N=C/c1ccc(O)cc1
29. COc1cc2cc(Oc3ccc(NC(=O)Nc4cccc(C(F)(F)F)c4)cc3)c(C)nc2cc1OCCN1CCCCC1
30. c1ccc2c(Cn3cc(CSc4nc5ccccc5s4)nn3)cccc2c1
entry no.	26	27	28	29	30
HCT-116	75	34	62	-23*	90
HCC-2998	110	81	51	-50*	104
HCT-15	91	42	.	-82*	109
786-0	96	-0.8*	53	-84*	102
UO-31	105	90	28	-92*	66
SN12C	47	82	74	-89*	93
SW-620	93	75	41	-82*	96
HT29	99	42	105	-82*	102
TK-10	107	80	83	.	98

31. Nc1c(C(=O)Nc2ccccc2C(F)(F)F)sc2nc3c(cc12)C(=O)CCC3
32. C=CCSc1ccc2c(c1)C(N1CCNCC1)=Nc1ccccc1O2
33. CC(=O)c1ccc(Nc2nc(SC(C)C)nc(-c3ccc(F)cc3)c2C#N)cc1
34. O=C(CSc1nc2c(c(=O)[nH]1)CCCC2)Nc1cccc(C(=O)O)c1
35. COc1ccccc1/C=N\Nc1ccc([N+](=O)[O-])cn1
entry no.	31	32	33	34	35
HCT-116	94	55[8.25 µM]	108	114	97
HCC-2998	80	-15*[8.25 µM]	117	114	100
HCT-15	75	85[8.25 µM]	101	108	102
786-0	97	60[8.25 µM]	104	95	105
UO-31	90	62[8.25 µM]	114	92	91
SN12C	97	77[8.25 µM]	109	110	109
SW-620	82	73[8.25 µM]	108	118	124
HT29	98	44[8.25 µM]	105	106	107
TK-10	105	85[8.25 µM]	128	94	111

36. Cc1cccc(-n2c(C)nc3c(c(C)nn3-c3ccccc3)c2=O)c1
37. COC(=O)C(c1ccccc1)C(Cl)(Cl)Cl (stereo not given)
38. CCN(CC)CC(=O)Nc1ccc(C)c(Cl)c1
39. O=C(N/N=C/C[C@@H]1[C@@H](/C=C/[C@@H](O)CCc2ccccc2)[C@H](OC(=O)c2ccccc2)C[C@@H]1O)c1ccncc1
40. O=CNCCc1ccccc1
entry no.	36	37	38	39	40
HCT-116	97	113	110	96	102
HCC-2998	100	76	102	110	122
HCT-15	99	90	104	88	109
786-0	101	105	103	104	102
UO-31	60	83	85	84	88
SN12C	90	101	95	103	90
SW-620	103	100	105	95	113
HT29	99	95	99	80	98
TK-10	135	123	103	91	92

Sorted by SMILES length (highest first): 6 of the compounds above.
39. O=C(N/N=C/C[C@@H]1[C@@H](/C=C/[C@@H](O)CCc2ccccc2)[C@H](OC(=O)c2ccccc2)C[C@@H]1O)c1ccncc1
34. O=C(CSc1nc2c(c(=O)[nH]1)CCCC2)Nc1cccc(C(=O)O)c1
32. C=CCSc1ccc2c(c1)C(N1CCNCC1)=Nc1ccccc1O2
35. COc1ccccc1/C=N\Nc1ccc([N+](=O)[O-])cn1
37. COC(=O)C(c1ccccc1)C(Cl)(Cl)Cl (stereo not given)
40. O=CNCCc1ccccc1
entry no.	39	34	32	35	37	40
HCT-116	96	114	55[8.25 µM]	97	113	102
HCC-2998	110	114	-15*[8.25 µM]	100	76	122
HCT-15	88	108	85[8.25 µM]	102	90	109
786-0	104	95	60[8.25 µM]	105	105	102
UO-31	84	92	62[8.25 µM]	91	83	88
SN12C	103	110	77[8.25 µM]	109	101	90
SW-620	95	118	73[8.25 µM]	124	100	113
HT29	80	106	44[8.25 µM]	107	95	98
TK-10	91	94	85[8.25 µM]	111	123	92

Next part.
41. COc1ccccc1C(=O)OCCc1ccccc1
42. CC1(C)CC[C@]2(C(=O)O)CC[C@]3(C)C(=CC[C@@H]4[C@@]5(C)C/C(=C/c6cccnc6)[C@H](O)C(C)(C)[C@@H]5CC[C@]43C)[C@@H]2C1
43. CCOc1cc2c(cc1OCC)C1CN(C2)Cc2cc(OCC)c(OCC)cc21
44. COC1=CC(c2ccc[nH]2)=N/C1=C\c1[nH]c(C)c(C(=O)CCCCC(=O)Oc2ccc3c(c2)CCC2C3CC[C@]3(C)[C@@H](O)CC[C@@H]23)c1C (stereo not given in full)
45. N#Cc1c(-c2ccccc2)cc(-c2ccccc2)nc1OCc1ccccc1
entry no.	41	42	43	44	45
HCT-116	106	-33*[100 µM]	83	21	89
HCC-2998	109	-38*[100 µM]	101	83	103
HCT-15	108	-5.1*[100 µM]	101	37	90
786-0	111	5.4*[100 µM]	99	66	93
UO-31	107	-58*[100 µM]	80	43	88
SN12C	110	6.6*[100 µM]	101	59	94
SW-620	108	13[100 µM]	98	37	88
HT29	100	-79*[100 µM]	96	39	89
TK-10	106	1.9*[100 µM]	97	97	100

46. CCOc1ccc(C(=O)Cc2ccccc2)cc1
47. CCN1C(=O)N(CC)C2C1NC(=S)N2/N=C/c1ccc(F)cc1 (stereo not given)
48. COc1ccc(OC)c(/C=C2/C=C(c3ccc(Cl)cc3)N(CCc3ccc(S(N)(=O)=O)cc3)C2=O)c1
49. N#CC(C#N)=C/C=C/c1ccccc1
50. CC(C)OC(=O)N1CCOCC1
entry no.	46	47	48	49	50
HCT-116	110&107	100	54	99	102
HCC-2998	98&106	99	74	99	104
HCT-15	110&98	98	59	92	101
786-0	103&93	97	89	99	104
UO-31	107&91	77	50	117	.
SN12C	105&103	98	58	106	98
SW-620	110&108	92	76	111	95
HT29	111&104	105	63	107	.
TK-10	92&85	100	.	107	101

51. COc1nc(N=[N+]=[N-])nc(-c2c(OC)ccc3ccccc23)n1
52. CS(=O)(=O)OCc1cn(-c2ccc(S(N)(=O)=O)cc2)nn1
53. CCN(CC)CCCCNc1ccnc(N)n1
54. C#CCOc1ccc(/C=N/Nc2nc(-c3ccc(C)cc3)cs2)cc1OCC#C
55. COc1ccc(C(=O)Nc2ccc(-n3cnc4ccccc43)cc2)cn1
entry no.	51	52	53	54	55
HCT-116	102	100	100	67	52
HCC-2998	143	105	99	108	87
HCT-15	90	98	104	65	78
786-0	117	110	95	82	78
UO-31	82	86	88	83	79
SN12C	96	103	109	99	92
SW-620	105	105	99	110	97
HT29	96	107	102	76	81
TK-10	66	97	92	92	60

56. COCCn1c(-c2ccccc2)cc2c1-c1oncc1CC2
57. CCn1c(SCC(=O)Nc2cccc(C(=O)/C=C/c3ccc(OC)cc3)c2)nc2ccccc2c1=O
58. COC(=O)c1ccc2c(c1)NC(=O)[C@@H]1CCCN21
59. CCOC(=O)CCCCCn1c(C)c(C)c2c1N=C(SC)N1CC(=O)N=C21
60. COc1ccc(-c2cc(/C=C/C(=O)c3ccc(OC)c(OC)c3)[nH]n2)cc1
entry no.	56	57	58	59	60
HCT-116	89	49	94	99	-41*
HCC-2998	122	104	109	123	93
HCT-15	101	71	97	89	13
786-0	99	90	98	104	13
UO-31	36	60	88	75	36
SN12C	90	89	101	159	18
SW-620	91	92	97	99	-70*
HT29	92	105	98	101	1.1*
TK-10	119	115	127	135	31

61. CC1=C(NCCN2CCCC2)C(=O)c2c(OCc3ccc(C(F)(F)F)cc3)cccc2C1=O
62. O=CN1N=C(c2ccc(Cl)cc2)CC1c1cccc(Nc2ccnc3cc(Cl)ccc23)c1 (stereo not given)
63. OC(COc1cccc2ccccc12)CN1CCN(c2cccc(Cl)c2)CC1 (stereo not given)
64. CC1(C)CC(=O)C2=C(C1)N(c1ccc(F)cc1F)C(N)=C(C#N)C2c1ccc(F)cc1 (stereo not given)
65. CCOC(=O)c1sc(-c2ccc(OS(=O)(=O)c3ccccc3)c(C=O)c2)nc1C
entry no.	61	62	63	64	65
HCT-116	34	7.7*	89	105	17
HCC-2998	107	41	104	106	97
HCT-15	71	17	107	100	31
786-0	67	20	95	105	72
UO-31	62	20	95	89	53
SN12C	86	34	103	103	49
SW-620	83	27	95	104	46
HT29	42	4.0*	98	105	56
TK-10	92	23	129	111	48

66. Nc1nc(N)c(C=O)c(=O)[nH]1
67. CCOC(=O)Nc1ccc2c3c(cccc13)-c1ccccc1-2
68. Cn1c(COC(=O)NCCn2ccnc2)nc2c(N3CCOCC3)nc(-c3ccccc3)nc21
69. COc1ccc(/C=N/N=C(\C)c2ccc3c(c2)Nc2ccccc2S3)cc1O
70. COc1ccc(-c2nnc(SCC(=O)Nc3ccc(C(=O)/C=C/c4cc(OC)c(OC)c(OC)c4)cc3)o2)cc1
71. CS(=O)(=O)Nc1cc(-c2ccc3ncnc(N4CCc5cc(F)c(Cl)cc54)c3c2)cnc1Cl
72. O=C(O)/C(=C\c1cccc([N+](=O)[O-])c1)c1ccccc1
entry no.	66	67	68	69	70	71	72
HCT-116	112	17	-75*	39	25	24	113
HCC-2998	95	41	-82*	51	80	16	117
HCT-15	103	25	-51*	30	43	7.5*	99
786-0	114	44	-90*	74	94	4.5*	106
UO-31	69	21	-100*	47	65	5.7*	87
SN12C	101	42	-90*	70	80	19	102
SW-620	104	15	-69*	69	59	33	109
HT29	110	5.0*	-12*	85	59	20	101
TK-10	165	45	-83*	71	115	-2.0*	98
